ARFGAP1 inh: inhibits rat ARF GTPase activating protein 1; Q62848; Arfgap1-stimulated ARF1 GTP hydrolysis, GDP FP detection; inhibition, % at 16.5 µM; 360,000 tested, 0.26% active; AID 651572;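 active = inhibition above a per-plate limit, mean inhibition of low control wells plus 3 SD, cut at about 25% in these data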;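 also: 0% = DMSO wells with enzyme and 100% = wells lacking Arfgap1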
Target sequence (Q62848 1-136 limits assumed): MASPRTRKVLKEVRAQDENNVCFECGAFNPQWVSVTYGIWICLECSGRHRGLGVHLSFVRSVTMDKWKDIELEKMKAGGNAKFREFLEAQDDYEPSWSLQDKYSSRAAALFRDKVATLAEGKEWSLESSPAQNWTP
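Assay system: Rat Arfgap1 GAP domain (His6, aa 1-136), purified enzyme | Buffer or medium: HEPES 25 mM pH 7.5, NaCl 150 mM, MgCl2, DTT | Schedule: GTP hydrolysis reaction 2 h at 25 °C | Signal: FP of antibody-bound GDP Alexa 633 tracer, ex 620/em 688 nm | Measure: Percent inhibition of Arfgap1-stimulated GTP hydrolysis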
Tn6 DDE FP: DD(E)-Tn6 binding inhibition, primary FP screen. P02675. Fibrin DD(E) TRITC-Tn6 fluorescence polarization displacement. inhibition, % at 8.3 µM. 370,000 tested, 0.21% active. AID 720509;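 active = inhibition above a per-campaign cutoff: mean of compounds within control limits plus 3 SD, cut at about 15% in these data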;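 also: 0% = median of all compound wells on the plate and 100% = blocking peptide control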
MBD2 inh: MBD2-methylated oligo binding inhibition. TR-FRET, MBD2 binding to methylated oligonucleotide. inhibition, % at 4.4 µM. 370,000 tested, 0.31% active; in the data active = inhibition above about 13%
UHRF1 binding: human UHRF1 methylated DNA binding inhibitors | Q96T88 | inhibition, % at 4.4 µM | UHRF1 binding to methylated oligo, TR-FRET | 370,000 tested, 0.75% active; in the data active = inhibition above about 21%;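 also: UHRF1 SRA domain binding a hemimethylated CpG hairpin DNA probe; 0% = median of test compound wells and 100% = reference inhibitor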
Target sequence (Q96T88 whole entry, looked up, the tested form may be a part): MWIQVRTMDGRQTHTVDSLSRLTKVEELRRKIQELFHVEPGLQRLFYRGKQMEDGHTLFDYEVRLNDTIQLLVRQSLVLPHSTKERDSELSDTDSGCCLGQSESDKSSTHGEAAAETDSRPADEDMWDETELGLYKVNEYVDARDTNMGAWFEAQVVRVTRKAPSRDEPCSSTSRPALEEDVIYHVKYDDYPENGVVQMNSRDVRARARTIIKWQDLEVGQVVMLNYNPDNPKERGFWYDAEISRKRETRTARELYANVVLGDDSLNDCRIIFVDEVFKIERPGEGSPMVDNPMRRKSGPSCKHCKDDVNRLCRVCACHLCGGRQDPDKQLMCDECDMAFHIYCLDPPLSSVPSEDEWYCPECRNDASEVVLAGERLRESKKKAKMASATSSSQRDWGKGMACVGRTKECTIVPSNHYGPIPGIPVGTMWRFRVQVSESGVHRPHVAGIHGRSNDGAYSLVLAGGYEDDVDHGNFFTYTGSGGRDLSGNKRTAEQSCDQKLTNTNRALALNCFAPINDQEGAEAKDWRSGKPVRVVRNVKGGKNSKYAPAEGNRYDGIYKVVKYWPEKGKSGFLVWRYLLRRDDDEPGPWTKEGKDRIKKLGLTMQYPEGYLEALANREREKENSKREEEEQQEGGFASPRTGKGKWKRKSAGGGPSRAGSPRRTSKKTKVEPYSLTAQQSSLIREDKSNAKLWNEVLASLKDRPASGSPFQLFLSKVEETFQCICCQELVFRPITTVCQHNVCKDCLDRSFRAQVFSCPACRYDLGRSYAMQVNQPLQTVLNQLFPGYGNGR
ASAP1 GAP inh: ASAP1 ArfGAP inhibition | Q9ULH1 | ASAP1-stimulated ARF1 GTP hydrolysis, GDP FP detection | inhibition, % at 16.5 µM | 360,000 tested, 0.19% active; in the data active = inhibition above about 25%;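 also: 0% = vehicle with enzyme and substrate and 100% = no enzyme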
DDE Tn7 FP inh: inhibitors of Tn7 peptide binding to human fibrin DD(E); FP displacement of FITC-Tn7 peptide from fibrin DD(E); 0% = median of compound wells per plate; inhibition, % at 8.3 µM; 370,000 tested, 0.13% active;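 active = inhibition above the mean of compounds falling within the control limits plus 3 SD of them, cut at about 14% in these data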;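 also: 0% = plate median of compound wells and 100% = 10 µM Aha-Tn7 peptide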
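System: human fibrin DD(E); quantity: Fibrin-DD(E) at 2 µM final; also added: fluorescent Tn7 probe at 0.1 µM; compound dosing: single nominal test concentration of 8.3 µM per compound; schedule: 10 min preincubation, 3 h with tracer, room temperature; detection: fluorescence polarization of the labelled Tn7 tracer; repeats: one replicate per compound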
ADAM17 inh: inhibitors of human ADAM17; recombinant ADAM17, EDANS/DABCYL FRET peptide cleavage; AID 720648; 370,000 tested, 0.83% active; inhibition, % at 6.95 µM;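 active = inhibition above the mean of compounds lying between control limits plus 3 SD, set per campaign, cut at about 8.5% in these data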;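 also: 0% = DMSO-only wells as the low control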
PLCg1 inh: inhibitors of human phospholipase C gamma1. P19174. purified PLC-gamma1, fluorogenic substrate, fluorescence. inhibition, % at 12.2 µM. 370,000 tested, 0.84% active; in the data active = inhibition above about 9.5%
PLCb3 inh: inhibitors of human phospholipase C beta3 | inhibition, % at 12.2 µM | 370,000 tested, 0.18% active | AID 720704 | Purified PLC-beta3, fluorogenic substrate, fluorescence | Q01970; in the data active = inhibition above about 11%;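 also: 0% = median of compound wells on plate and 100% = full blocker control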
KLK7 zymogen act: proKLK7 (human) activation, primary screen | purified proKLK7, EDANS-DABCYL substrate fluorescence; 100% is mature enzyme control, 0% vehicle | activation, % at 7 µM | AID 652039 | 370,000 tested, 0.9% active;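 active = activation above the mean of all tested compounds plus 3 SD, computed per campaign excluding outliers beyond control limits, cut at about 13% in these data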
* = called active by the depositor; i = inactive.

SMILES	ARFGAP1 inh	Tn6 DDE FP	MBD2 inh	UHRF1 binding	ASAP1 GAP inh	DDE Tn7 FP inh	ADAM17 inh	PLCg1 inh	PLCb3 inh	KLK7 zymogen act
O=C(Nc1ccccc1)c1nc[nH]c1C(=O)N1CCN(c2ccccc2)CC1	12	-3	2	-1	7	2	-3	-1	-3	0.1
O=C(CSc1nc2ncc(Cl)cc2[nH]1)c1ccc2c(c1)OCO2	14	2	0	4	12	-8	1	4	-5	0.9
C=CCNC(=O)CSc1ccc(Cl)cc1	9	-4	-5	-1	-6	-6	-3	0	1	0.2
Cc1cccn2cc(-c3cc4ccccc4oc3=O)nc12	8	3	-2	3	8	-2	-3	-8	-20	-0.6
CC1(C(=O)NS(=O)(=O)c2cccc(F)c2)CCN1C(=O)C1(c2ccc(Cl)cc2)CCC1 (configuration not stated)	3	3	3	1	-9	3	-7	-1	-1	0.5
O=C(O)/C(=C\c1cccs1)c1ccc(F)cc1	3	5	-1	-1	-3	2	-3	-3	0	0.2
Nc1nc(Cl)cc(-c2ccccc2)n1	-4	3	-4	1	-1	2	-5	2	-1	-0.1
O=C(C1=NNCC1c1ccccc1)C1CO1 (configuration not stated)	3	7	-1	1	5	1	0	-2	4	0.2
CCOCCCNC(=O)c1ccc2c(c1)OCO2	6	0	-2	-2	-10	0	-2	2	2	-0.7
Cc1c(NC(=O)CSc2cccc3cccnc23)c(=O)n(-c2ccccc2)n1C	1	4	-8	-22	11	-9	-5	-13	-11	0.6
COc1ccc(-n2nc(C(=O)NCC(=O)N3CCOCC3)c3ccccc3c2=O)cc1Cl	1	0	1	-3	2	-2	-3	-15	-31	0.9
O=C(Nc1ccc(N2CCN(C(=O)c3ccco3)CC2)cc1)c1ccco1	4	-2	1	3	4	-1	-1	2	-8	-0.2
Cc1cc(C)cc(OC(=O)CN2C(=O)c3ccccc3C2=O)c1	-8	2	4	0	-3	5	-1	4	-3	-0.2
COc1cc(OC)c(-c2nc3cnccc3n2C)cc1OC	5	-2	2	-1	8	-3	1	-4	-5	0.1
C=CCSc1nnc(CNC(=O)c2ccccc2C)n1C(C)C	11	4	-8	-3	4	4	-4	-1	2	0.6
CC(C)C[C@H]1CNC(=S)N1C[C@H]1CCCN1C[C@H](Cc1ccc(O)cc1)N1C[C@H](Cc2ccc(O)cc2)N(CC2CCCCC2)C1=S	1	1	-5	-1	14	-3	4	-1	1	-0.7
Cc1oc(CSCC2CCCO2)cc1C(=O)O (configuration not stated)	-3	0	-4	-2	-4	9	-1	0	1	-0.1
O=C(NCc1ccc(F)cc1)C1CCN(C(=O)NCc2ccccc2)CC1	-2	1	2	8	-5	-7	1	-1	1	0.3
O=C(Nc1cccc(S(=O)(=O)NC2=NCCCCC2)c1)c1cc(-c2ccc(Cl)cc2)nc2ccccc12	-4	-6	6	1	16	0	-7	2	2	0.3
S=c1sc2c(N3CCN(Cc4ccccc4)CC3)ncnc2n1-c1ccccc1	0	2	2	1	5	1	-3	3	0	0.6

Two entries from above in another layout:
C=CCSc1nnc(CNC(=O)c2ccccc2C)n1C(C)C
  ARFGAP1 inh: 11; Tn6 DDE FP: 4; MBD2 inh: -8; UHRF1 binding: -3; ASAP1 GAP inh: 4; DDE Tn7 FP inh: 4; ADAM17 inh: -4; PLCg1 inh: -1; PLCb3 inh: 2; KLK7 zymogen act: 0.6
CC(C)C[C@H]1CNC(=S)N1C[C@H]1CCCN1C[C@H](Cc1ccc(O)cc1)N1C[C@H](Cc2ccc(O)cc2)N(CC2CCCCC2)C1=S
  ARFGAP1 inh: 1; Tn6 DDE FP: 1; MBD2 inh: -5; UHRF1 binding: -1; ASAP1 GAP inh: 14; DDE Tn7 FP inh: -3; ADAM17 inh: 4; PLCg1 inh: -1; PLCb3 inh: 1; KLK7 zymogen act: -0.7

Arranged by SMILES length (low to high): part of the list above
SMILES	ARFGAP1 inh	Tn6 DDE FP	MBD2 inh	UHRF1 binding	ASAP1 GAP inh	DDE Tn7 FP inh	ADAM17 inh	PLCg1 inh	PLCb3 inh	KLK7 zymogen act
Nc1nc(Cl)cc(-c2ccccc2)n1	-4	3	-4	1	-1	2	-5	2	-1	-0.1
O=C(C1=NNCC1c1ccccc1)C1CO1 (configuration not stated)	3	7	-1	1	5	1	0	-2	4	0.2
CCOCCCNC(=O)c1ccc2c(c1)OCO2	6	0	-2	-2	-10	0	-2	2	2	-0.7
Cc1cccn2cc(-c3cc4ccccc4oc3=O)nc12	8	3	-2	3	8	-2	-3	-8	-20	-0.6
C=CCSc1nnc(CNC(=O)c2ccccc2C)n1C(C)C	11	4	-8	-3	4	4	-4	-1	2	0.6
O=C(NCc1ccc(F)cc1)C1CCN(C(=O)NCc2ccccc2)CC1	-2	1	2	8	-5	-7	1	-1	1	0.3
S=c1sc2c(N3CCN(Cc4ccccc4)CC3)ncnc2n1-c1ccccc1	0	2	2	1	5	1	-3	3	0	0.6
Cc1c(NC(=O)CSc2cccc3cccnc23)c(=O)n(-c2ccccc2)n1C	1	4	-8	-22	11	-9	-5	-13	-11	0.6
COc1ccc(-n2nc(C(=O)NCC(=O)N3CCOCC3)c3ccccc3c2=O)cc1Cl	1	0	1	-3	2	-2	-3	-15	-31	0.9
CC1(C(=O)NS(=O)(=O)c2cccc(F)c2)CCN1C(=O)C1(c2ccc(Cl)cc2)CCC1 (configuration not stated)	3	3	3	1	-9	3	-7	-1	-1	0.5
O=C(Nc1cccc(S(=O)(=O)NC2=NCCCCC2)c1)c1cc(-c2ccc(Cl)cc2)nc2ccccc12	-4	-6	6	1	16	0	-7	2	2	0.3
CC(C)C[C@H]1CNC(=S)N1C[C@H]1CCCN1C[C@H](Cc1ccc(O)cc1)N1C[C@H](Cc2ccc(O)cc2)N(CC2CCCCC2)C1=S	1	1	-5	-1	14	-3	4	-1	1	-0.7

Next section.
SMILES	ARFGAP1 inh	Tn6 DDE FP	MBD2 inh	UHRF1 binding	ASAP1 GAP inh	DDE Tn7 FP inh	ADAM17 inh	PLCg1 inh	PLCb3 inh	KLK7 zymogen act
COc1cccc(/C=N\NC(=O)c2cc(OCC(F)(F)F)ccc2OCC(F)(F)F)c1	2	8	-2	2	3	4	0	4	-2	1.6
Cc1c(C(=O)NCc2ccccc2)oc2c1C(=O)CCC2	5	3	0	1	1	-5	-3	-1	-1	0.0
COc1ccc(CNC(=O)c2cccc3c(-c4cccnc4)coc23)cc1OC	4	-5	0	1	10	0	-2	-1	0	0.8
NC(=O)Cc1nc(-c2ccc(F)cc2)cs1	-10	4	-6	-1	-18	3	-4	-1	-6	0.0
Cc1ccc(/C=N/NC(=O)c2cc(-c3ccc(C)o3)[nH]n2)cc1	5	-1	-5	-4	9	0	-1	-2	-8	0.0
COc1ccc(N2CCN(C(=O)[C@H](C)N3C(=O)C4CC=CCC4C3=O)CC2)cc1 (some centres not stated)	-1	3	1	-3	-3	-2	0	0	10	0.6
Cc1ccc(S(=O)(=O)CC(=O)NCc2ccccc2)cc1	-2	-1	-4	-2	-5	3	-1	-3	-3	0.9
Cc1ccnc(SCc2cc(=O)c(OC(=O)c3ccc(Br)o3)co2)n1	8	2	0	1	1	-2	0	-1	3	0.3
O=C(CCS(=O)(=O)Cc1ccccc1)N1CCN(c2ccccc2)CC1	0	-4	-6	-2	-19	-4	-1	1	1	0.1
COc1ccc(/C=C/C(=O)OC(C)CN2CCOCC2)cc1 (configuration not stated)	-6	-6	1	1	-14	-7	0	5	5	-0.5
COc1cc(NC(=O)Cn2cnc(C(=O)Nc3ccc(C)c(C)c3)n2)cc(OC)c1OC	2	-3	1	-1	-20	-2	-3	1	4	4.3
Cc1cc(NC(=O)c2ccc(NC(=O)C(C)Oc3ccccc3)cc2)no1 (configuration not stated)	12	-1	1	-1	10	-4	1	1	0	-0.3
CSCC(C)N1CCC(CO)(CCCc2ccccc2)CC1 (configuration not stated)	2	0	3	1	-5	1	-4	-1	-3	-0.1
COc1ccc(NC(=O)C2CCN(S(C)(=O)=O)CC2)c(OC)c1	2	-2	-1	-1	6	3	3	3	-1	-0.6
CCOc1ccccc1NC(=O)c1cc2ccccc2o1	-10	-2	-5	0	-5	-10	3	-1	-3	1.6
CCOC(=O)c1cn(-c2ccc(F)c(F)c2F)c2c(F)c(F)c(F)cc2c1=O	12	-4	3	12	10	5	-4	4	1	0.2
Cn1c(N)c(N=O)c(=O)n(C)c1=S	4	1	-16	-11	-8	-2	0	4	6	0.3
CCC(C)(C)NC(=O)C(c1ccc(OC)cc1)N(C(=O)CCC(=O)Nc1cc(C)on1)c1cc(OC)ccc1OC (configuration not stated)	1	1	5	0	-2	-3	-2	2	-7	0.6
O=C(NCCc1ccccc1)c1cc(-c2ccccc2)c(N2CCOCC2)s1	0	-4	0	-1	13	4	2	5	5	0.2
OCCNc1ncnc2c1ncn2[C@H]1CN(C2CCCC2)C[C@@H](CO)O1	-3	-2	2	1	8	3	-4	-1	4	0.3
O=C(c1cc2nc(-c3ccco3)cc(C(F)(F)F)n2n1)N1CCN(Cc2ccccc2)CC1	-2	3	0	-3	1	5	-73	-342	i	1.1
CCOC(=O)c1c(C)[nH]c(C(=O)OCC(=O)NC(C)(C)C)c1C	-2	1	-1	-5	0	-3	-6	-12	-13	0.6
CCOc1ccc(S(=O)(=O)N(CC)CC(=O)N2CCCC2)cc1	9	-4	-2	3	9	-2	-4	2	0	-0.2
Cc1cc2[nH]c(=O)c(=O)[nH]c2cc1S(=O)(=O)Nc1cccc(Cl)c1C	3	-4	-3	0	2	-3	-15	-22	-30	1.7
Cc1ccc2nc(CN(C)C(=O)[C@H]3O[C@@H](n4ccc(=O)[nH]c4=O)[C@H](O)[C@@H]3O)[nH]c2c1	-5	5	-3	3	2	0	5	8	8	-0.1
O=C(Nc1ccc(F)cc1F)c1csc(-c2ccncc2)n1	-1	-5	5	-2	-2	3	-8	3	-3	-0.3
CN(C)CCCNC(=O)CCC1CCCCC1	-7	-2	-1	-1	-9	-3	-1	2	1	0.8
CC(C)CN(C(=O)COC(=O)c1ccc2c(c1)OCCO2)c1c(N)n(Cc2ccccc2)c(=O)[nH]c1=O	4	6	2	-1	5	-4	-3	-2	-4	-0.2
COc1ccc(N2C3=C(CC4=C2CC(C)(C)CC4=O)C(=O)CC(C)(C)C3)cc1	-11	-4	-2	-4	2	5	-27	-53	-66	2.1
S=C(Nc1cccc(Cl)c1)Nc1ccccc1Oc1ccccc1	2	-5	4	0	16	-3	-3	3	1	-0.1
Cc1ccc(S(=O)(=O)NCC(=O)N(CCc2ccccc2)CC(=O)NCc2ccco2)cc1	7	7	-1	-1	-11	2	0	1	0	-0.4
O=C(c1ccc(Cl)s1)N1CCN(c2ccccc2)CC1	5	-1	-7	-3	4	2	-3	-1	-2	-0.1
O=C1C=CC(=O)N1c1ccc(Nc2ccccc2)cc1	-3	6	-8	-3	8	-1	-5	7	-5	0.1
CCCC(C)NC(=O)Cc1ccccc1[N+](=O)[O-] (configuration not stated)	14	-7	-1	-1	0	-2	0	3	2	1.2
Cc1ncc(C(=O)Nc2ccccc2)[nH]1	0	-8	0	5	-14	-9	-1	0	4	0.1
